High-throughput results: PubChem BioAssay, National Center for Advancing Translational Sciences (NCATS)
HCMV antiviral: blocks human cytomegalovirus replication; HFF cells, HCMV-luciferase reporter, 72 h; active compounds read low; activity change, negative = inhibition, % at 57.5 µM; hit rate 4.5% among 410,000; AID 1259415; in the data active = activity change below about -60%; inconclusive = no clear call, values can overlap the other calls; inactive = above about -39%
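Compounds were evaluated in HFFs infected with an HCMV luciferase reporter virus (MOI 1 PFU/cell). Luciferase in lysates collected 72 h post infection served as the replication measure.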
HCV inh: inhibitors of hepatitis C virus infection. Potency, µM (highest dose often 41.8 µM), inactives show at the highest dose activity change, negative = inhibition, hits mostly inhibitors. Huh7.5.1 HCVcc-Cre infection, luciferase reporter, 44 h. AID 651820. hit rate 3.4% among 340,000; also: potency is read from the fitted curve at half-maximal effect
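Cells seeded at 1,000/well and cultured 4 h, then compounds added followed by HCVcc-Cre virus (~0.5 moi). After 44 h further culture, luciferase substrate was added, plates held 15 min at room temperature, and luminescence read for 15 sec.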
FBPA Giardia inh: inhibitors of Giardia lamblia fructose-1,6-bisphosphate aldolase; A8B2U2; Potency, µM (doses to about 59.6 µM), inactives show top-dose activity, negative = inhibition, hits mostly inhibitors; purified Giardia FBPA; hit rate 0.71% among 290,000; also: potency is read from the fitted curve at half-maximal effect; nearly all actives have a fitted effect of over 55% in size
Target sequence (A8B2U2 whole entry, looked up): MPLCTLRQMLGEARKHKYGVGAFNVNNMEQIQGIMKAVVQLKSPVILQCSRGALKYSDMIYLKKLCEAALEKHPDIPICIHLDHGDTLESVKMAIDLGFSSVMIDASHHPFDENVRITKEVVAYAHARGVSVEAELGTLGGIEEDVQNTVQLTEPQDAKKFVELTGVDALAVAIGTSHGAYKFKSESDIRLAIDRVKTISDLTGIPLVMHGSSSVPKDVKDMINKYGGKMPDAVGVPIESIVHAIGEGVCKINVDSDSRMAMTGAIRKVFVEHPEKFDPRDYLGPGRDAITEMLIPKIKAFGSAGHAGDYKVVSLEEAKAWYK
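40 nM FBPA preincubated 10 min at RT with compound (up to 57.5 uM final), then substrate plus GAPDH/TPI/NAD/arsenate coupling and diaphorase/resazurin added. Fluorescence read after 20 min at RT, 525/598 nm.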
Sm TGR block: blocks Schistosoma mansoni thioredoxin glutathione reductase; hit rate 3% among 360,000; AID 485364; Q962Y6; purified TGR, DTNB reduction, TNB absorbance 405 nm; Potency, µM (series often up to 114 µM), inactives show top-dose activity change, negative = inhibition, most hits filed as inhibitors; also: potency is read from the fitted curve at half-maximal effect; nearly all actives have a fitted effect of over 60% in size
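First, TGR (20 nM dispensed) and NADPH were mixed with compound. Second, a 15 min room-temperature incubation followed. Third, further NADPH and then DTNB were added to start the reaction. Finally, TNB absorbance was monitored kinetically.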
AMA1 RON2 block: inhibitors of Plasmodium falciparum AMA1-RON2 interaction. AlphaScreen AMA1-biotinylated RON2 peptide binding. Potency, µM (highest dose often 58.2 µM), for the others: at the highest dose activity change, negative = inhibition, hits mostly inhibitors. hit rate 0.2% among 360,000;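 also: potency is read from the fitted curve at half-maximal effect; 0% = vehicle wells and -100% = peptide control; nearly all actives have a fitted effect of over 45% in size; some results filed as inactive show a strong effect at the top dose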
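AMA1 (3D7) with his tag at 25 nM final met compounds first, then biotinylated RON2 peptide at 25 nM; detection used donor plus acceptor beads, 10 µg/mL apiece, read by AlphaScreen after 30 min at room temperature.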
AmpC inh detg: AmpC beta-lactamase inhibition with detergent present; AmpC hydrolysis of nitrocefin, absorbance 480 nm, 0.01% Triton; Potency, µM (highest dose often 114 µM), without a hit: at the highest dose activity change, negative = inhibition, usual class: inhibitors; hit rate 0.041% among 370,000; AID 485294;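 also: potency is read from the fitted curve at half-maximal effect; 0% = no-compound wells and -100% = no-enzyme wells; nearly all actives have a fitted effect of over 25% in size; some results filed as inactive show a strong effect at the top dose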
Target sequence (P00811 whole entry, looked up): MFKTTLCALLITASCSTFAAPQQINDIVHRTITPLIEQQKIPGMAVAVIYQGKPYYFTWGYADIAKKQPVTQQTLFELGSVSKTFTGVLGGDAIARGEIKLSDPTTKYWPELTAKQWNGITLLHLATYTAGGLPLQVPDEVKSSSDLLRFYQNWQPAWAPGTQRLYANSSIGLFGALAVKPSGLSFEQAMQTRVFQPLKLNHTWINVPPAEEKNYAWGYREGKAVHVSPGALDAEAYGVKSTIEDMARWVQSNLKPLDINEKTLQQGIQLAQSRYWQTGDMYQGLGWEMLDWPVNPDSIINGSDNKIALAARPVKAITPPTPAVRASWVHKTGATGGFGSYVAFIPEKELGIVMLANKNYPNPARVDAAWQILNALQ
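20 mM phosphate pH 7.0 + 0.01% (detergent screen) or 0.0001% Triton X-100; 5.3 nM AmpC reagent; cpd preinc 15 min RT; nitrocefin (800 uM stock) to start; A480 q20 s × 4 min; Activity was normalised to no-enzyme and no-compound control wells.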
Active calls of the source: *; & = joins results of further samples; [ ] = remark or other dose. Unless noted, calls follow the shape of the dose curve; as a rule, active = well fitted curve in the direction sought with a large enough effect; inconclusive = small, poorly fitted or top-dose-only effect, or another doubt; inactive = no such curve, though single readings can be large; an effect the other way counts as inactive or inconclusive. Unless noted, % is scaled to controls: 0 for no effect and ±100 for the full control effect.

Screening CNc1nnc(-c2ccc(OC)cc2)s1 returned HCMV antiviral 17, HCV inh 8%, FBPA Giardia inh 2%, AMA1 RON2 block -1% and AmpC inh detg -10%.
COc1ccc(-c2nn(CCC#N)cc2C(=O)Nc2ccccn2)cc1OC was read as HCMV antiviral -6, HCV inh 1%, FBPA Giardia inh 5%, Sm TGR block -7%, AMA1 RON2 block -6% and AmpC inh detg -14%.
For O=c1[nH]c(Nc2ccc(F)cc2)cc2ccccc12 the results were HCMV antiviral 11, HCV inh 14%, FBPA Giardia inh inconclusive, Sm TGR block 35µM*, AMA1 RON2 block 2% and AmpC inh detg -6%.
Screening CCCCn1c(=N)n(CC(=O)c2ccc([N+](=O)[O-])cc2)c2ccccc21 returned HCMV antiviral -104*, FBPA Giardia inh inconclusive, Sm TGR block 1% and AmpC inh detg -10%.
`COc1ccc2cc(C3c4cc(OC)c(OC)cc4CCN3C(=O)c3ccco3)c(=O)[nH]c2c1` (stereo unspecified) gave HCMV antiviral 156, HCV inh -5%, Sm TGR block -12%, AMA1 RON2 block -17% and AmpC inh detg 2%.
For N#CC1=C(N)Oc2c(sc3ccccc23)C1c1ccco1 (stereo unspecified) the results were HCMV antiviral 69, HCV inh inconclusive, FBPA Giardia inh inconclusive, Sm TGR block 32µM*, AMA1 RON2 block -20% and AmpC inh detg -14%.
Screening CCC(=O)N1c2ccc(S(=O)(=O)NCc3cccc(OC)c3)cc2CC1C (stereo unspecified) returned HCMV antiviral -13, Sm TGR block 4% and AmpC inh detg 4%.
Screening COc1ccc(CCNC(=O)COc2ccc(S(=O)(=O)N3CCOCC3)cc2C)cc1 returned HCMV antiviral -17, HCV inh -7%, FBPA Giardia inh 12%, Sm TGR block -2%, AMA1 RON2 block 9% and AmpC inh detg -5%.
Screening O=C(CCNC(=O)c1ccc(Cl)cc1)Nc1nc2ccccc2[nH]1 returned HCMV antiviral 12, HCV inh 5% and AMA1 RON2 block 19%.
For Cc1ccccc1[C@@H](NC(=O)OC(C)(C)C)C(=O)OC(C)(C)C the results were HCMV antiviral -21, HCV inh -2%, Sm TGR block -1%, AMA1 RON2 block 14% and AmpC inh detg -5%.
`CCN(CC)C(=O)CSC1=Nc2ccccc2C2=NC(Cc3c[nH]c4ccccc34)C(=O)N12` (stereo unspecified) gave HCMV antiviral 26, HCV inh inconclusive, FBPA Giardia inh -21%, Sm TGR block -11%, AMA1 RON2 block -5% and AmpC inh detg -7%.
For O=S(=O)(NCc1ccccn1)c1ccc(F)cc1 the results were HCMV antiviral -6, HCV inh 16%, FBPA Giardia inh -11%, Sm TGR block 3%, AMA1 RON2 block 22% and AmpC inh detg inconclusive.
Screening CCSc1nc(-c2ccccc2)c(C#N)c(=O)[nH]1 returned HCMV antiviral -7, HCV inh 1%, FBPA Giardia inh 11%, Sm TGR block 22%, AMA1 RON2 block 5% and AmpC inh detg -1%.
O=C(O)C12C3CCCC1C32c1ccccc1 (stereo unspecified) was read as HCMV antiviral 35, HCV inh 5%, FBPA Giardia inh -22%, Sm TGR block 0%, AMA1 RON2 block -9% and AmpC inh detg -14%.
Screening Cc1ccc(-c2nnc(SCC(=O)NCCN3C(=O)CSC3=O)n2C)cc1 returned HCMV antiviral 0, HCV inh 6%, Sm TGR block 4%, AMA1 RON2 block 9% and AmpC inh detg 2%.
For Cc1cc(C(F)(F)F)nn1Cc1n[nH]c(=S)n1Cc1ccccc1 the results were HCMV antiviral 13, HCV inh 2%, FBPA Giardia inh -4%, Sm TGR block -5%, AMA1 RON2 block 134%[activator] and AmpC inh detg -14%.
O=C(N/N=C/c1ccc(O)cc1)c1cc(-c2ccccc2)nc2ccccc12 was read as HCMV antiviral -76*, HCV inh -14%, FBPA Giardia inh -2%, Sm TGR block -12%, AMA1 RON2 block 17% and AmpC inh detg 2%.
Screening O=C(O)C1C2C=CC3(CN(CC(O)COc4ccccc4)C(=O)C13)O2 (stereo unspecified) returned HCMV antiviral -6, HCV inh 9%, FBPA Giardia inh -7%, Sm TGR block 0%, AMA1 RON2 block -3% and AmpC inh detg -8%.
For CCC(C)[C@H]1CNCCN1CCc1cc(C(F)(F)F)cc(C(F)(F)F)c1 (stereo partly specified) the results were HCMV antiviral inconclusive, HCV inh 6%, Sm TGR block 1%, AMA1 RON2 block 14% and AmpC inh detg 4%.
Screening C=CCNS(=O)(=O)c1cccc2cc(C(=O)O)c(O)cc12 returned HCMV antiviral 66, HCV inh 7%, FBPA Giardia inh 15%, Sm TGR block -1%, AMA1 RON2 block 2% and AmpC inh detg 4%.

2 compounds picked at random from those above, as already listed:
Screening Cc1ccc(-c2nnc(SCC(=O)NCCN3C(=O)CSC3=O)n2C)cc1 returned HCMV antiviral 0, HCV inh 6%, Sm TGR block 4%, AMA1 RON2 block 9% and AmpC inh detg 2%.
Screening C=CCNS(=O)(=O)c1cccc2cc(C(=O)O)c(O)cc12 returned HCMV antiviral 66, HCV inh 7%, FBPA Giardia inh 15%, Sm TGR block -1%, AMA1 RON2 block 2% and AmpC inh detg 4%.

Going on with the list.
For COc1ccc(C(=O)COC(=O)c2sc(C)nc2C)cc1OC the results were HCMV antiviral 0, HCV inh 14%, Sm TGR block -16%, AMA1 RON2 block 0% and AmpC inh detg 0%.
CN1C(=O)N(C)C2(c3ccccc3)Nn3c(s/c(=C/c4ccco4)c3=O)=NC12c1ccccc1 (stereo unspecified) was read as HCMV antiviral 45, HCV inh -9%&-17%, FBPA Giardia inh -4%, Sm TGR block inconclusive, AMA1 RON2 block -4% and AmpC inh detg -4%.
`Cc1cc(C)c(NC(=O)Cn2c(=O)n(-c3cccc(C(F)(F)F)c3)c(=O)c3c(C)c(C)sc32)c(C)c1` gave HCMV antiviral -24, Sm TGR block 2% and AmpC inh detg 24%.
CCC(C)N=CC1=C(O)C(C(=O)OC)C(C)(C)CC1=O (stereo unspecified) was read as HCMV antiviral -8, HCV inh 7%, FBPA Giardia inh 7%, Sm TGR block -3%, AMA1 RON2 block 2% and AmpC inh detg -12%.
`CCC(C)C1NC(=O)C2CCCN2C(=O)C(CC(C)C)OC(=O)CCNC(=O)C(C)N(C)C(=O)C(C(C)C)N(C)C1=O` (stereo unspecified) gave HCMV antiviral -87*, HCV inh inconclusive and AMA1 RON2 block 11%.
`C=CCn1c(SCC(=O)N2CC(=O)Nc3ccccc32)nc2scc(-c3cccs3)c2c1=O` gave HCMV antiviral -10, HCV inh inconclusive, FBPA Giardia inh 8%, Sm TGR block 0%, AMA1 RON2 block -19% and AmpC inh detg 2%.
`Cc1ccc(SCC(=O)N(C)C2CCS(=O)(=O)C2)cc1` (stereo unspecified) gave HCMV antiviral inconclusive, HCV inh 9%, FBPA Giardia inh 2%, AMA1 RON2 block 6% and AmpC inh detg 7%.
For CC(=O)NC1=NN(C(C)=O)C(c2cccc([N+](=O)[O-])c2)S1 (stereo unspecified) the results were HCMV antiviral -39, HCV inh 5%, FBPA Giardia inh -1%, Sm TGR block -10%, AMA1 RON2 block -1% and AmpC inh detg -1%.
Screening COc1ccc(C2C(C(=O)c3cccs3)=C(O)C(=O)N2CCN2CCOCC2)c(OC)c1 (stereo unspecified) returned HCMV antiviral 38, HCV inh 20%, FBPA Giardia inh -4%, Sm TGR block -28%, AMA1 RON2 block 2% and AmpC inh detg 0%.
Screening COc1ccc(C(CNC(=O)CCNC(=O)c2ccccc2Cl)N2CCCC2)cc1 (stereo unspecified) returned HCMV antiviral -9, HCV inh 7%, Sm TGR block 2%, AMA1 RON2 block -2% and AmpC inh detg -15%.

Next section; the last two above are carried over.
Screening COc1ccc(C2C(C(=O)c3cccs3)=C(O)C(=O)N2CCN2CCOCC2)c(OC)c1 (stereo unspecified) returned HCMV antiviral 38, HCV inh 20%, FBPA Giardia inh -4%, Sm TGR block -28%, AMA1 RON2 block 2% and AmpC inh detg 0%.
Screening COc1ccc(C(CNC(=O)CCNC(=O)c2ccccc2Cl)N2CCCC2)cc1 (stereo unspecified) returned HCMV antiviral -9, HCV inh 7%, Sm TGR block 2%, AMA1 RON2 block -2% and AmpC inh detg -15%.
COc1ccc(OCCOc2ccc(N(C)S(=O)(=O)c3ccccc3)cc2)cc1 was read as HCMV antiviral -4, HCV inh 11µM*, Sm TGR block -3%, AMA1 RON2 block 3% and AmpC inh detg inconclusive.
`Cc1cc(C(=O)NC2CCCN(Cc3ccc(Cl)cc3)C2)no1` (stereo unspecified) gave HCMV antiviral 46, HCV inh -20%, FBPA Giardia inh -9%, Sm TGR block inconclusive, AMA1 RON2 block 3% and AmpC inh detg inconclusive.
`COc1ccc(C(=O)/C=C/N2CCCCC2)cc1OC` gave HCMV antiviral 30, HCV inh 2%, FBPA Giardia inh -6%, Sm TGR block -9%, AMA1 RON2 block -1% and AmpC inh detg -15%.
COc1cccc(CNC(=O)CCC2CCCN(Cc3cc4ccccc4o3)C2)c1 (stereo unspecified) was read as HCMV antiviral inconclusive, HCV inh inconclusive, FBPA Giardia inh -2%, Sm TGR block -14%[57.1 µM], AMA1 RON2 block 10% and AmpC inh detg -4%.
`CC1(C)CC(=O)N(c2ccc(C#N)cc2)C(=O)C1` gave HCMV antiviral 39, HCV inh 5%, FBPA Giardia inh -3%, Sm TGR block -10%, AMA1 RON2 block -2% and AmpC inh detg 1%.
Screening COc1ccc(OCc2cc(C(=O)N3CCOCC3)no2)c(Cl)c1 returned HCMV antiviral 0, HCV inh -7%, FBPA Giardia inh 3%, Sm TGR block -10%, AMA1 RON2 block 0% and AmpC inh detg -12%.
Screening COC(=O)c1c(NC(=O)Cc2coc3cc(C)cc(C)c23)sc2c1CCC2 returned HCMV antiviral -5, Sm TGR block 1% and AmpC inh detg -7%.
CC(NC(=O)c1cccc(S(=O)(=O)N(C)c2ccccc2)c1)c1cccnc1 (stereo unspecified) was read as HCMV antiviral inconclusive, HCV inh inconclusive and AMA1 RON2 block 32%[activator].
Screening CCOC(=O)C1C(=O)CC(C)(O)C(C(=O)OCC)C1c1ccc(F)cc1 (stereo unspecified) returned HCMV antiviral 42, HCV inh 8%, FBPA Giardia inh 11%, Sm TGR block 0%, AMA1 RON2 block 11% and AmpC inh detg -9%.
CCn1cc2nc(SCc3cc(C)ccc3C)n(CCc3ccccc3)c(=O)c2n1 was read as HCMV antiviral -86*, Sm TGR block 17% and AmpC inh detg 5%.
Screening COc1ccccc1C(=O)NCC1(c2ccccc2)CCCC1 returned HCMV antiviral -35, HCV inh inconclusive, FBPA Giardia inh -3%, AMA1 RON2 block 3% and AmpC inh detg -1%.
Screening CCOc1c2ccccc2nn1CCO returned HCMV antiviral -13, HCV inh -19%, Sm TGR block -11%, AMA1 RON2 block 31%[activator] and AmpC inh detg inconclusive.
Screening CC(C)(C)C(=O)O/N=C(\N)c1ccc(-c2csnn2)cc1 returned HCMV antiviral 64, HCV inh -8%, FBPA Giardia inh 0%, Sm TGR block 8%, AMA1 RON2 block 1% and AmpC inh detg -9%.
Screening COc1ccc(-c2[nH]ncc2CNCCc2ncccc2C)cc1F returned HCMV antiviral -12, HCV inh inconclusive, FBPA Giardia inh 3%, Sm TGR block 12%[57.1 µM], AMA1 RON2 block 38%[activator] and AmpC inh detg -3%.
